High-throughput results (PubChem BioAssay)
B2AR arrestin – qHTS assay of beta-arrestin-biased ligands of beta2-adrenergic receptor. Beta-2 adrenergic receptor (Homo sapiens), P07550. beta-arrestin recruitment to beta2AR, cell-based reporter. Potency, µM (series often up to 46.1 µM), without a hit: at the top dose activation, usual class: activators. 0.02% of 330,000 active;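 further: potency means the concentration at half of the fitted maximal effect; 0% = DMSO controls and full agonism = EC100 isoproterenol or metaproterenol; nearly all actives have a fitted effect of over 65% in size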
Target sequence (P07550 whole entry, looked up): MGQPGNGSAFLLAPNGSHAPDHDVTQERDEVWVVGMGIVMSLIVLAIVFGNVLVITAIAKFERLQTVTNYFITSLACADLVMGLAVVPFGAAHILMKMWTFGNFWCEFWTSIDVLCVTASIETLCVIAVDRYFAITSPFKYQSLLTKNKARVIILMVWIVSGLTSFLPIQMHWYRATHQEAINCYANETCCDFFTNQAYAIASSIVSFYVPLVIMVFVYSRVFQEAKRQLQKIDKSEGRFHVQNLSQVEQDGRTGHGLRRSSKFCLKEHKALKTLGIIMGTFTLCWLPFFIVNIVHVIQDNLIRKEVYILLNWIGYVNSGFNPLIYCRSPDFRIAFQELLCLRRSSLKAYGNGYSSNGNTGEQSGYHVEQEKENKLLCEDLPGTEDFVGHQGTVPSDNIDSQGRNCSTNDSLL
p53 reactivation – qHTS assay for re-activators of p53 using a Luc reporter; H1299 p53-A138V BP100-luciferase reporter, luminescence, 24 h; Potency, µM (titrated, usually from 92.2 µM), for the others: top-dose activity change, positive = activation, hits mostly activators; 0.063% of 320,000 active; further: potency means the concentration at half of the fitted maximal effect; % of control where 0% means no effect; nearly all actives have a fitted effect of over 45% in size
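H1299 (p53-null), stable ts p53-A138V + BP100-Luc; 1000 cells/well, Opti-MEM/10% FBS; cpd 4 pt, 1:5; 24 h, 37 deg C, 5% CO2; detection reagent 10 min RT; luminescence.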
MLL CXXC-DNA inh – qHTS Fluorescence Polarization Assay for Inhibitors of MLL CXXC domain - DNA interaction; Histone-lysine N-methyltransferase 2A (Homo sapiens), Q03164; MLL-CXXC / FITC-HOXA9 DNA fluorescence polarization; Potency, µM (top dose mostly 115 µM), for the others: at the highest dose activity change, negative = inhibition, hits mostly inhibitors; 0.037% of 290,000 active; active means well fitted inhibition curve with a large enough effect in the polarisation, with a control signal flat, not every such curve was filed as active; inconclusive means small, poorly fitted or top-dose-only effect, or effect the other way, or a change in a side signal; inactive means no such curve, though single readings can be large or run the other way; the % refers to the polarisation; further: potency means the concentration at half of the fitted maximal effect
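Fluorescence polarization: 7 uM MLL-CXXC (stock) preincubated 5 min with compounds, then 50 nM fluorescein-HOX-A9 DNA (stock) added; 30 min ambient. Buffer 50 mM Tris-HCl pH 7.5, 50 mM NaCl, 1 mM DTT, 0.05% BSA.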
PTAP TSG101 blk – qHTS Assay for Iinhibitors of HIV-1 Budding by Blocking the Interaction of PTAP/TSG101; Tumor susceptibility gene 101 protein (Homo sapiens), Q99816; Fluorescence polarization, FITC-PTAP peptide / Tsg101 binding; Potency, µM (top dose mostly 115 µM), for inactives: top-dose activity change, negative = inhibition, usual class: inhibitors; 340,000 tested, under 10 active; active means well fitted inhibition curve with a large enough effect in the main read-out, with a control signal flat, not every such curve was filed as active; inconclusive means small, poorly fitted or top-dose-only effect, or effect the other way, or a change in a side signal; inactive means no such curve, though single readings can be large or run the other way; further: potency means the concentration at half of the fitted maximal effect; % of control where 0% means no effect
Target sequence (Q99816 whole entry, looked up): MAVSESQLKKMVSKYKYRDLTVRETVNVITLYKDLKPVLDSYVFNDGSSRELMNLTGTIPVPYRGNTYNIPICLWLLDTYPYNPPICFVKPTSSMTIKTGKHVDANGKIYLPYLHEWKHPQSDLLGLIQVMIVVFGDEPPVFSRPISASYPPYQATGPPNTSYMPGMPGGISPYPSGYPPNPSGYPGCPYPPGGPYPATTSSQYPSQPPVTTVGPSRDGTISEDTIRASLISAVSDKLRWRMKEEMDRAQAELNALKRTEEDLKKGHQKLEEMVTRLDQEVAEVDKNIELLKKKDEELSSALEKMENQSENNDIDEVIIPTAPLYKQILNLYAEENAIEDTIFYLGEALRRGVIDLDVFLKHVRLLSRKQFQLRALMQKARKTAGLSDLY
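Fluorescence anisotropy tracks displacement of a FITC-tagged PTAP peptide (50 nM) from the Tsg101 binding domain (10 uM), following a 20 min room-temperature incubation at pH 7.5.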
TCR activator – Activators of T cell receptors: qHTS campaign | primary human leukocytes, anti-CD3, IL-2 HTRF, 48 h | Potency, µM (highest dose often 9.22 µM), inactives show at the top dose activation of IL-2 secretion, usual class: activators | 330,000 tested, under 10 active; further: % of control where 0% means no effect
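Primary human leukocytes were stimulated with a-CD3 beads plus compounds for 48 hr without co-stimulation; secreted IL-2 was quantified by HTRF using a-IL-2-K (europium cryptate) and a-IL-2-d2, excited at 320nm with acceptor emission read at 665nm.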
TRPV1 ag – HTS Assay for Compounds that Act as Agonists of the Vanilloid Receptor 1; TRPV1-expressing cells, Fluo-8 calcium influx, agonist mode; activation, % at 8.33 µM; 0.19% of 320,000 active; in the data active means activation above about 80%; inconclusive means between about 30% and that limit; further: 0% is about no effect
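TRPV1-expressing cells were cultured overnight at 35.5C and loaded with Fluo-8 calcium dye for 40 to 90 min at room temperature. After a 10 s baseline, compound was added and calcium influx was read kinetically for 3 min (ex 480/em 520 nm).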
A-T KAP1 phos – qHTS Assay for Identifying a Potential Treatment of Ataxia-Telangiectasia | AID 485349, 2010 | 0.19% of 320,000 active | Potency, µM (titrated, usually from 57.5 µM), inactives show top-dose activation, actives largely listed as activators | […] A-T fibroblasts, KAP-1 phosphorylation AlphaLISA; neocarzinostatin DNA damage 30 min before lysis; further: potency means the concentration at half of the fitted maximal effect; % of control where 0% means no effect; nearly all actives have a fitted effect of over 45% in size
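ATM-like activity read as KAP-1 phosphorylation via AlphaLISA donor/acceptor antibody pairs after lysis and 6 hr at 25C. Cells were ATM-null patient fibroblasts ([…], hTERT), dosed 60 min, then exposed to the DSB inducer NCS for 30 min.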
Integrin act MD – qHTS for Activators of Integrin-Mediated Alleviation for Muscular Dystrophy. AID 624291, 2012. 0.064% of 350,000 active. alpha7betagal myoblasts, beta-gal FDG fluorescence, 48 h. Potency, µM (top dose mostly 38.3 µM), for inactives: at the top dose activation, hits mostly activators;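 further: potency means the concentration at half of the fitted maximal effect; 100% = response of the positive control SU9516; nearly all actives have a fitted effect of over 60% in size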
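alpha7betagal+/- myoblasts (passage 13, 250/well) treated 48 h at 37C with compounds at 1:260 dilution of DMSO stock. Lysed, then beta-galactosidase activity read as FDG fluorescence (ex 480/em 540) after 30 min, with pre-read for autofluorescence.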
ELG1 DNA repair – qHTS screen for small molecules that inhibit ELG1-dependent DNA repair in human embryonic kidney (HEK293T) cells expressing luciferase-tagged ELG1. 2.3% of 330,000 active. Potency, µM (highest dose often 46.1 µM), without a hit: at the top dose activity change, negative = inhibition, most hits filed as inhibitors. HEK293T ELG1-luciferase reporter, luminescence, 16 h; DNA damage induced by 5-fluorouridine. AID 504467, 2011; further: potency means the concentration at half of the fitted maximal effect; on the % scale 0 is the no-effect control and ±100 the full control effect; nearly all actives have a fitted effect of over 55% in size
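Cells (2,000 per well) received 5-fluorouridine plus test compound or DMSO and were incubated 16 hr at 37 °C, 5% CO2. Luciferase activity was read by luminescence 30 min after ONE-Glo addition; signal suppression marked inhibition of damage-induced ELG1 function.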
BRCA1 expr up – qHTS Assay to Identify Small Molecule Activators of BRCA1 Expression. AID 624202, 2012. MCF7-BRCA1-FFLuc reporter, luminescence, 48 h; response scale: scaled: vehicle 0%, 10 µM genistein 100%. Potency, µM (titrated, usually from 46.1 µM), inactives show top-dose activation, hits mostly activators. 1.1% of 380,000 active; further: potency means the concentration at half of the fitted maximal effect; nearly all actives have a fitted effect of over 80% in size; some results filed as inactive show a strong effect at the top dose
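Cells: MCF7-BRCA1-FFLuc, 2000/well. Exposure: 48 h, 37 °C, 5% CO2. Read: luminescence, 15 min post-substrate. Controls: genistein 10 microM (maximal activation), DMSO (neutral).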
Numbers without * were called inactive; ? = inconclusive; . = not tested or not shown; [ ] = remark or other dose. Unless noted, the call rests on the fitted dose curve; in most records, active means well fitted curve in the direction sought with a large enough effect; inconclusive means small, poorly fitted or top-dose-only effect, or another doubt; inactive means no such curve, though single readings can be large; an effect the other way counts as inactive or inconclusive.

Molecule | B2AR arrestin | p53 reactivation | MLL CXXC-DNA inh | PTAP TSG101 blk | TCR activator | TRPV1 ag | A-T KAP1 phos | Integrin act MD | ELG1 DNA repair | BRCA1 expr up
CCCCOc1ccc(CN=C(N)N)cc1Cl | -1.1% | -11.1% | -6.2% | -0.8% | 0.4% | -4.2 | -6.1% | 0.0% | ? | -50.5%
N#CC(C#N)=c1ccc2c(c1)N1C(c3ccccc3)=CC(c3ccccc3)C3CCCCC31N=2 (configuration not stated) | 0.0% | -14.3% | 21.2% | 6.5% | 2.6% | 16.9 | 8.5% | -14.5% | ? | -7.5%
COc1ccccc1/C=C/C=N/n1c(-c2ccccn2)n[nH]c1=S | 0.1% | 25.4% | -2.0% | 0.5% | 0.0% | 1.7 | -3.4% | -56.9%[inhibitor] | ? | 11.2µM*
CCOc1ccc(NCc2cccn2-c2nnc(N3CCC(C(=O)NCCCN4CCCCC4C)CC3)s2)cc1 (configuration not stated) | 0.4% | ? | 0.8% | -2.2% | -2.8% | 2.3 | 2.4% | -56.7%[inhibitor] | 4.5% | -6.5%
CC(=O)c1ccc(S(=O)(=O)Nc2ccc(C(=O)NCC(c3cccs3)N3CCOCC3)cc2)cc1 (configuration not stated) | 0.2% | -5.7% | . | -3.2% | 5.8% | 0.9 | -5.1% | -12.1% | -4.5% | -32.8%
Cc1ccc2nc3sc(C(=O)N4CCCc5ccccc54)c(N)c3cc2c1 | -0.2% | ? | ? | ? | 7.1% | ? | 5.6% | 8.5% | -1.4% | -63.6%
O=C(NNC(=S)NC1CC2C=CC1C2)c1cccnc1 (configuration not stated) | 0.2% | -1.8% | -7.3% | -1.0% | 1.0% | 2.9 | -0.3% | 14.5% | 16.8% | -32.9%
COc1cc(C(=O)Nc2ccc(C(=O)c3cccs3)cc2)cc(OC)c1OC | 0.1% | . | -1.3% | -5.1% | -3.6% | -1.0 | 1.1% | -21.9% | ? | -25.0%
CCOC(=O)c1sc(/N=C/c2c(O)ccc3ccccc23)cc1C | -0.7% | 13.8% | 4.0% | ? | -0.3%[46.1 µM] | 0.6 | 7.8% | -2.4% | ? | 49.1%
CCOc1ccc(N(CC(=O)NCc2ccc(C)cc2)S(=O)(=O)c2c(C)[nH]c(=O)[nH]c2=O)cc1 | 0.2% | 2.8% | 18.5% | -6.9% | -6.3% | -1.7 | 1.2% | -29.2% | 1.9% | -3.3%
COc1cc(C(=O)NCCSc2ccc(Br)cc2)cc(OC)c1OC | -0.5% | -3.5% | 8.6% | -0.6% | -2.9% | 1.2 | 1.1% | -20.9% | ? | -26.0%
CC(=O)Nc1oc(-c2cccc3ccccc23)nc1C#N | 0.2% | 0.9% | . | 0.3% | 12.1% | 10.3 | 20.1% | . | ? | 32.7%
O=C(CNC(=S)N(Cc1ccccc1)Cc1cccnc1)NC1CCCCC1 | -0.5% | -14.3% | 4.5% | -1.2% | 0.1% | 1.8 | 0.6% | -15.0% | -11.0% | -18.4%
COc1cc(C=c2c3ccccc3n3c2cc(-c2ccccc2)[n+]3C)cc(OC)c1OC | . | . | . | -0.2% | 6.7% | . | . | -10.2% | . | -107.6%[inhibitor]
O=C(O)COc1ccc(-c2nccc(-c3cccs3)n2)cc1 | 0.5% | -10.8% | -8.8% | . | . | -2.4 | -7.9% | . | ? | .
CC(c1nnc(SCC(=O)Nc2cccnc2Cl)n1-c1ccccc1)N(C)C (configuration not stated) | -0.2% | -4.7% | -17.8% | 1.3% | 3.5% | 2.7 | -1.1% | 19.2% | 5.5% | 3.3%
CSc1nc(C)c(Cc2ccccc2)c(=O)[nH]1 | 0.1% | 2.7% | -16.5% | -4.2% | -1.1% | 0.9 | -0.5% | 7.7% | 4.9% | 8.3%
COC(=O)c1cc(COc2ccc3c(c2)oc(=O)c2ccccc23)c(C)o1 | -0.6% | -0.4% | 6.4% | -1.2% | 3.0% | 1.4 | 0.6% | 4.1% | 2.2% | -0.3%
COc1cc(/C=C2\C(=N)N3N=C(C)SC3=NC2=O)cc(OC)c1OCCOc1ccccc1C | -0.2% | 3.1% | ? | -3.1% | -1.6% | 5.3 | -7.4% | -2.4% | 4.8% | -7.6%
Cc1[nH]nc2c1C(c1cn[nH]c1-c1ccc(F)cc1)C(C#N)=C(N)O2 (configuration not stated) | 0.5% | 9.4% | 6.9% | -3.7% | 3.3% | 1.4 | -1.1% | -4.9% | -6.4% | 6.1%
Cc1noc(/C=C/c2cccs2)c1S(=O)(=O)N1CCC(C(=O)NCCCN2CCC(C)CC2)CC1 | -0.1% | ? | -2.6% | -5.2% | -1.1% | 3.2 | -3.7% | -58.4%[inhibitor] | 0.0% | -20.1%
CN(C)S(=O)(=O)c1cc(NC(=O)CSc2cccc[n+]2[O-])ccc1Cl | 0.0% | 4.6% | . | -4.0% | -6.3% | 0.6 | 0.3% | 5.4% | 5.7% | 1.7%
O=C(Nc1ccccc1Oc1ccccc1)c1cccs1 | 0.3% | 0.8% | -12.8% | 1.4% | 4.2% | 6.8 | 3.55µM* | -10.4% | -8.0% | -6.3%
COC(=O)N/N=C(C)/C=C/c1ccccc1 | . | . | . | -3.1% | -1.2% | . | . | -1.0% | . | 3.55µM*
COc1ccc(CN2CCC(C(=O)c3ccc(Cl)cc3)CC2)cc1 | -0.1% | -1.5% | 14.5% | 0.6% | -2.2% | 14.7 | -10.0% | -44.9% | -14.6% | -8.6%
COc1ccc(C(=O)Nc2cccnc2)cc1S(=O)(=O)N1CCOCC1 | 0.1% | -6.0% | 1.8% | -6.0% | -14.3% | -3.0 | 3.2% | 0.1% | -6.7% | -0.6%[1.84 µM]
N#C/C(=C\c1c(N2CCCCCC2)nc2ccccn2c1=O)C(N)=O | -0.7% | -0.9% | 13.3% | -0.6% | 5.2% | 1.4 | -33.3% | 1.7% | -13.4% | -28.7%
CCOC(=O)C1Cc2cc3c(cc2C1=O)CC(C(=O)OCC)C3=O (configuration not stated) | 0.3% | 6.0% | -4.8% | . | . | -0.4 | 1.7% | . | 5.9% | .
CC(=O)Nc1ccc(NC(=O)C(C)OC(=O)/C=C/c2cccs2)cc1 (configuration not stated) | 0.1% | -7.4% | -11.6% | -1.6% | . | 0.2 | -1.9% | -8.1% | -3.6% | -20.3%
CCc1ccc(NC(=O)C2CCN(S(=O)(=O)c3c(C)noc3/C=C/N(C)C)CC2)cc1 | 0.0% | 3.7% | 0.5% | -1.6% | 6.1% | 19.6 | ? | -20.9% | -0.9% | -21.3%
CCOC(=O)CCc1c(C)nc2cc(-c3ccc(Cl)cc3)[nH]n2c1=O | 3.1% | 10.8% | 4.1% | -1.3% | 9.5% | -7.2 | 6.2% | 1.9% | ? | 53.9%
CC1CN(C2CCN(S(=O)(=O)Cc3ccccc3)CC2)CC(C)O1 (configuration not stated) | -0.2% | 4.5% | -3.4% | -7.8% | 2.2% | 1.9 | -1.9% | -10.6% | 15.7% | 5.6%
CCN(CC(=O)NCc1cccs1)C(=O)c1ccc(-c2ccc(F)cc2)o1 | -0.5% | 3.8% | . | -1.5% | . | . | 6.2% | -3.4% | ? | 1.8%
O=C(Nc1cccc(Br)c1)c1ccc(Cl)c(S(=O)(=O)N2CCOCC2)c1 | -0.4% | -1.3% | -5.7% | -3.8% | 0.1%[46.1 µM] | -0.3 | . | -39.3% | 16.4µM* | -59.9%
O=C(O)C1CC=CCC1C(=O)NCCc1cccc(Cl)c1 (configuration not stated) | -0.2% | -3.2% | -16.1% | -6.6% | . | 3.2 | -5.1% | 11.5%[7.66 µM] | 27.7% | 3.1%

Some entries already given, showing only Integrin act MD:
Compound,Integrin act MD
CC(=O)Nc1ccc(NC(=O)C(C)OC(=O)/C=C/c2cccs2)cc1 (configuration not stated),-8.1%
CCc1ccc(NC(=O)C2CCN(S(=O)(=O)c3c(C)noc3/C=C/N(C)C)CC2)cc1,-20.9%
